Bioassay records (PubChem)
Pf growth 48h = Primary qHTS for delayed death inhibitors of the malarial parasite plastid, 48 hour incubation | P. falciparum luciferase growth in erythrocytes, 48 h | Potency, µM (top dose mostly 28.7 µM), without a hit: at the highest dose activity change, negative = inhibition, most hits filed as inhibitors | 310,000 compounds, 5.9% hits; note: potency is the fitted concentration of half-maximal effect; % is set by controls: 0 for no effect and ±100 for the full control effect
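Luciferase-expressing parasites in RBCs, 2% Hct / 0.1% parasitemia final; RPMI 1640 + 0.5% Albumax; 37 C, 5% CO2, one generation; luminescence read-out, lower signal = inhibition.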
Shiga inhibitor = A qHTS for Small Molecule Inhibitors of Shiga Toxin. Vero cells, Shiga toxin protein synthesis inhibition reporter. inhibition, % at 38.7 µM. 290,000 compounds, 9.2% hits. AID 2315, 2010; in the data active = inhibition mostly above about 28%, no sharp cut-off; inactive = mostly below about 43%; note: 0% is about no effect
HCV inhibitor = qHTS Assay for Inhibitors of Hepatitis C Virus (HCV) | Huh7.5.1 HCVcc-Cre infection, luciferase reporter, 44 h | Potency, µM (titrated, usually from 41.8 µM), for the others: at the highest dose activity change, negative = inhibition, hits mostly inhibitors | 340,000 compounds, 3.4% hits | AID 651820, 2012; note: potency is the fitted concentration of half-maximal effect; % is set by controls: 0 for no effect and ±100 for the full control effect
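After 44 h co-culture of compound, cells and HCVcc-Cre (~0.5 moi), substrate is added for 15 min at room temperature and luciferase measured over 15 sec. Cells were seeded at 1,000/well and pre-cultured 4 h.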
TbPYK inhibitor = qHTS of Trypanosoma Brucei Inhibitors | pyruvate kinase (Trypanosoma brucei), Q57TT1 | TbPYK enzyme, Kinase-Glo Plus ATP luminescence, 45 min | Potency, µM (top dose mostly 76.8 µM), for inactives: at the highest dose activity, negative = inhibition, usual class: inhibitors | 410,000 compounds, 0.12% hits | AID 624173, 2012; note: potency is the fitted concentration of half-maximal effect; % is set by controls: 0 for no effect and ±100 for the full control effect; nearly all actives have a fitted effect of over 50% in size
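Luminescence from Kinase-Glo Plus, added after a 45-minute room-temperature reaction, served as the end-point read-out. The enzyme and substrate were preincubated with compound before ADP (130 uM final) initiated turnover. Concentration-effect curves came from normalized qHTS data.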
LmPK inh = qHTS Assay for Inhibitors of Leishmania Mexicana Pyruvate Kinase (LmPK); Q27686; purified LmPK, Kinase-Glo ATP luminescence, 1 h; Potency, µM (highest dose often 57.5 µM), inactives show top-dose activity change, negative = inhibition, usual class: inhibitors; 290,000 compounds, 0.37% hits; AID 1721, 2009; note: potency is the fitted concentration of half-maximal effect; % is set by controls: 0 for no effect and ±100 for the full control effect
Target sequence (Q27686 whole entry, looked up): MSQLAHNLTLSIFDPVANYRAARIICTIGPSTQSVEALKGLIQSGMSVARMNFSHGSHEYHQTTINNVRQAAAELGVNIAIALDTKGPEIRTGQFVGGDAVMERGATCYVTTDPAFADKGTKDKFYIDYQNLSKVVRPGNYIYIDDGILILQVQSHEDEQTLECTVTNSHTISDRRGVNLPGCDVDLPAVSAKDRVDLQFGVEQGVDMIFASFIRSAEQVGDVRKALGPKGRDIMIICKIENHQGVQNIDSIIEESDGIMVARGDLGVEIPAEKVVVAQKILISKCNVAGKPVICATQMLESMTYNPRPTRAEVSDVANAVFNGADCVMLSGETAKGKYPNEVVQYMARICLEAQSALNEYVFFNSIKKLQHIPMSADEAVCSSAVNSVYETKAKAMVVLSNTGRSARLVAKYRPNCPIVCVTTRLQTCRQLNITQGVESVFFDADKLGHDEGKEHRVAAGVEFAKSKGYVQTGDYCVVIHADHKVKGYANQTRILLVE
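qHTS format; LmPK 0.1 nM; substrates PEP 0.5 mM and ADP 0.1 mM. One-hour room-temperature incubation, then coupled luciferase luminescence; 0.5 nM enzyme wells mark activation.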
CHX counter = Cycloheximide Counterscreen for Small Molecule Inhibitors of Shiga Toxin | cell reporter, cycloheximide protein synthesis inhibition counterscreen | max response, % | 300,000 compounds, 12% hits; in the data active = max response mostly above about 13%, no sharp cut-off; inactive = mostly below about 14%; note: read at 38.3 µM for the half of the compounds with a filed dose; 0% is about no effect
Pf growth 96h = Primary qHTS for delayed death inhibitors of the malarial parasite plastid, 96 hour incubation; P. falciparum luciferase reporter growth, 96 h; Potency, µM (top dose mostly 28.7 µM), inactives show at the highest dose activity change, negative = inhibition, most hits filed as inhibitors; 320,000 compounds, 6.9% hits; note: potency is the fitted concentration of half-maximal effect; % is set by controls: 0 for no effect and ±100 for the full control effect
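Erythrocytes infected with luciferase-expressing P. falciparum were dispensed at 2% hematocrit and 0.05% parasitemia (final), then incubated with compounds 96 hours at 37 C in 5% CO2. Luminescence after detection reagent addition reported growth.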
Numbers without * were called inactive; i = inactive; u = inconclusive; x = not tested or not shown; [ ] = remark or other dose. Unless noted, calls come from the whole dose curve; as a rule, active = well fitted curve in the direction sought with a large enough effect; inconclusive = small, poorly fitted or top-dose-only effect, or another doubt; inactive = no such curve, though single readings can be large; an effect the other way counts as inactive or inconclusive.

SMILES	Pf growth 48h	Shiga inhibitor	HCV inhibitor	TbPYK inhibitor	LmPK inh	CHX counter	Pf growth 96h
COc1ccc(/C=C/C(=O)NC2CC3CCC2C3)cc1 (stereo unspecified)	-12.9%	x	-2.0%	-2.7%	6.4%	27.0*	u
O=C(CSc1nnc(-c2ccc(O)cc2)o1)Nc1ccc2c(c1)OCCO2	229.4%[activator]	39.0*	-13.5%	-1.6%	5.2%	24.8*	i
S=C(NCc1ccc2c(c1)OCO2)Nc1ccc(-c2nc3ccccc3[nH]2)cc1	11.7µM*	61.5*	u	-11.6%	-0.3%	32.2*	5.22µM*
Cc1ccc(CSC2=NCCN2C(=O)c2ccc([N+](=O)[O-])cc2)cc1	14.7%	-6.2	15.7%	-15.2%	-3.4%	-2.7	-10.1%
Cc1cc(OCC(=O)OCC(=O)N2c3ccccc3NC(=O)C2(C)C)ccc1Cl	-10.4%	x	2.2%	-3.5%	x	x	-10.8%
CCc1nnc(NC(=O)/C=C/c2cccs2)s1	188.4%[activator]	39.9	-1.2%	-8.0%	2.5%	17.5*	89.0%[activator]
O=c1[nH]c2ccccc2nc1-c1ccc(Cl)cc1	60.5%[activator]	52.3*	-1.7%	3.5%	-4.4%	18.2*	84.7%[activator]
CCOc1ccccc1CN1CCNC(=O)C1CC(=O)NCCCn1cccn1 (stereo unspecified)	-10.1%	-4.8	5.5%	-11.3%	0.1%	-0.9	11.7µM*
O=C(NC1CC1)c1scc2c1OCCO2	-27.3%	-8.8	-11.2%	1.6%	-2.5%	-2.4	u
NNC(=O)C(=O)/C=C1\NC2(CCCC2)Cc2ccccc21	-3.8%	-24.7	-9.6%	-12.5%	-3.7%	1.4	u
CN(C(=O)CN1CCN(c2ccc([N+](=O)[O-])cn2)CC1)c1ccccc1	8.9%	-6.1	u	8.2%	1.0%	-4.2	32.9%[activator]
CCOc1cc(N2CCOCC2)c(OCC)cc1NC(=O)CN1C(=O)NC2(CCc3ccccc32)C1=O (stereo unspecified)	x	-20.1	4.1%	-6.9%	4.5%	-1.1	u
Cc1nc(Nc2ccccc2)sc1C(=O)Nc1ccccc1	u	58.6*	u	-2.9%	2.1%	39.3*	u
CCCOc1ccc(/C=N/NC(=O)CN2CCCCC2)cc1OCC	-19.0%	-7.7	-17.3%	-3.8%	1.0%	-4.7	0.5%
CC(=O)c1ccc(OCC(=O)OCC(=O)NCc2ccco2)cc1	-20.1%	x	10.4%	2.7%	x	x	-9.2%
Cc1ccc(C(=O)OCC(=O)NC2CCCC(C)C2C)cc1S(=O)(=O)N1CCCCC1 (stereo unspecified)	u	x	u	1.7%	x	x	10.3%
O=C(NNC(=O)c1ccco1)c1ccc(NS(=O)(=O)c2cccs2)cc1	-3.0%	x	30.7%[activator]	-3.7%	x	x	-17.9%
Cc1cc(C)cc(N2C(=O)NC(=O)/C(=C\c3cccn3-c3ccc(Cl)cc3)C2=O)c1	u	14.5	20.8%	-2.9%	0.7%	10.7	u
COc1ccc(-c2nc(-c3ccc(NC(=O)c4ccncc4)cc3)no2)cc1OC	-14.9%	-8.7	u	4.5%	1.4%	-2.6	-8.4%
CN(C)CCOC(=O)C1(c2ccccc2)CCCC1	x	-6.4	9.0%	-5.8%	1.1%	-4.2	-100.7%
CC(=O)NCCc1ccc(S(=O)(=O)Nc2ccc(C)c(S(=O)(=O)N3CCOCC3)c2)cc1	0.0%	-1.5	17.7%	0.3%	-4.0%	-9.2	u
CCOC(=O)c1ccc(S(=O)(=O)N2CCN(CC(=O)NC(=O)NC(C)(C)C)CC2)cc1	u	-19.8	7.2%	0.0%	5.6%	-2.5	x
O=C(Nc1cccnc1)c1ccc(NS(=O)(=O)c2cccc([N+](=O)[O-])c2)cc1	9.0%	18.2	12.4%	-0.2%	-1.7%	1.6	29.7%
CN1C(=O)C(C2c3ccccc3C(=O)N2Cc2ccc([N+](=O)[O-])cc2)C(=O)N(C)C1=O (stereo unspecified)	-15.9%	13.3	9.6%	-19.6%	-1.0%	-0.9	54.8%[activator]
C=CCOc1c2ccc(C(=O)NCc3ccc(OC)cc3)cc2nn1C	-18.5%	16.7	-18.5%	4.4%	-0.8%	3.8	u
Cc1nc(S(=O)(=O)N2CCN(C3c4ccccc4-c4ccccc43)CC2)cn1C	u	-13.0	7.7%	-1.0%	5.9%	-2.4	u
O=C(Nc1ccccc1N1CCOCC1)c1cc2ccccc2o1	-2.6%	27.7	-2.3%	4.3%	0.6%	12.2	u
COc1cc(C(c2c(C(=O)O)[nH]c3ccccc23)c2c(C(=O)O)[nH]c3ccccc23)ccc1OCc1ccccc1	-0.4%	x	23.9%	2.0%	-0.8%	-1.2	13.1µM*
O=C(COC(=O)C1COc2ccccc2O1)Nc1ccc(Cl)cc1 (stereo unspecified)	-22.4%	x	14.2%	-3.3%	x	x	-21.6%
COc1ccc(C(=O)CC(=O)C(=O)Nc2cc(OC)ccc2OC)cc1	x	3.2	-13.0%	-0.3%	-2.1%	-2.5	u
COc1cc(S(=O)(=O)N2CCCC3(CCCCC3)C2)ccc1-n1cnnn1	u	-8.0	4.9%	-0.6%	5.2%	-1.2	12.8%
COC(=O)C1CSC(C)(C)C(=O)N1 (stereo unspecified)	14.5%	-15.4	13.0%	-13.1%	1.7%	-6.3	18.2%
COc1ccc(-c2csc(NC(=O)CN3C(=O)CCC3=O)n2)cc1OC	21.7%	-5.6	-11.9%	6.2%	-1.4%	-2.4	20.8%
O=C(Cc1ccc(Br)cc1)N1CCN(c2ccccn2)CC1	24.5%	45.9*	12.2%	-7.1%	-0.4%	11.8	15.0%
CC(C(=O)Nc1ccc(Br)cc1C(=O)c1ccccc1)N1CCOCC1 (stereo unspecified)	x	1.4	0.1%	4.1%	10.6%	1.1	u
CC(OC(=O)c1c[nH]c2ccccc12)C(=O)N1CCCC1 (stereo unspecified)	u	x	7.4%	0.0%	x	x	7.5%
CC(=O)c1sc(NC(=O)COc2c(C)cc(Cl)cc2C)nc1C	-11.7%	-7.1	x	x	0.9%	0.8	17.9%
COc1ccc(C(C(=O)NCCC(C)C)N(CCCO)C(=O)c2snc(C(N)=O)c2N)cc1OC (stereo unspecified)	-19.2%	-6.0	13.1%	1.6%	0.2%	-2.4	-6.4%
O=c1c2ccccc2nc(/C=C/c2c[nH]c3ccccc23)n1CCO	u	64.6*	u	8.6%	3.4%	37.8*	19.6%
Cc1cc(NCc2ccco2)n2c(nc3ccccc32)c1C#N	4.15µM*	-4.8	u	-2.8%	-0.5%	1.3	u
COc1ccccc1Nc1ncnc2ccc(C)cc12	4.7%	19.6	u	-8.4%	2.1%	17.2	10.3%
O=C(CSc1nnc(-c2ccco2)o1)N1CCCCC1	169.4%[activator]	66.2*	8.4%	2.3%	-5.3%	25.5*	14.0%
COc1ccc(CN(C)S(=O)(=O)c2nnc(NC(=O)c3cccc(OC)c3)s2)cc1	8.1%	5.8	-11.5%	7.6%	7.8%	-1.5	44.7%[activator]
Cc1ccc(C(C)C)cc1OCC(=O)N/N=C/c1ccc2c(c1)OCCO2	-6.1%	5.4	-25.3%	5.1%	3.4%	8.6	59.9%[activator]
COc1ccc(NC(=O)CCCN2C(=O)CN(C)C2=O)cc1Cl	11.0%	x	10.1%	-0.3%	x	x	29.9%
CCOCC(=O)OCC(=O)NC12CC3CC(CC(C3)C1)C2	-6.2%	-12.8	3.5%	-4.4%	-2.5%	1.6	-0.9%
COc1ccc(OC)c(-c2cnc(OC(C)(C)C)nc2OC(C)(C)C)c1	11.7µM*	-11.0	0.2%	4.7%	-1.8%	-1.9	10.4µM*
CC1(C)Nc2ccccc2C(=O)N1NC(=O)c1ccccc1	31.2%	-4.0	1.2%	2.4%	-2.7%	1.8	u
Cc1cc(NC(=O)COc2ccc(Cl)cc2Cl)n(CCC#N)n1	59.7%[activator]	87.8	u	-6.6%	0.4%	43.5*	u
Cn1c(C(=O)N2CCCC(C(=O)O)C2)cc2sccc21 (stereo unspecified)	x	-10.9	-3.6%	1.1%	9.3%	-5.9	u
O=C(Oc1ccccc1C(=O)Nc1ccccc1)c1ccc(Br)c([N+](=O)[O-])c1	33.4%[activator]	25.7*	7.9%	-0.5%	-1.8%	50.4*	41.5%[activator]
Cn1cc(Br)c(C(=O)NC2CCCCCC2)n1	26.8%	55.5	-0.4%	-11.4%	-7.3%	17.2*	u
CCn1c(COc2ccc(C)cc2)nnc1SCc1ccc(C#N)cc1	12.0%	-3.6	u	-17.6%	5.9%	-2.4	u
Cc1c(C)n(C)c2ccc(C(=O)NCCCN3CCCC3)cc12	u	-3.5	-21.3%	-3.2%	-2.3%	-3.6	u
Cc1ccc(C(=O)CSc2nnc(-c3c[nH]c4ccccc34)o2)cc1	7.2%	1.5	-12.2%	0.4%	0.6%	-0.6	46.1%[activator]
NC(=O)c1cnn2c(C(F)(F)F)cc(-c3ccc(F)cc3)nc12	u	-15.1	9.6%	1.7%	-4.3%	0.7	u
Cc1c(NC(=O)CSc2nnc(C(C)Oc3ccc(Cl)cc3)n2-c2ccccc2)c(=O)n(-c2ccccc2)n1C (stereo unspecified)	14.6%	-5.8	-2.4%	-24.2%	-0.1%	6.2	32.8%[activator]
Cc1oc(-c2ccccc2Cl)nc1CN1CCCCC1CO (stereo unspecified)	-12.7%	-5.0	-5.7%	-1.9%	4.2%	-6.4	u

Not a hit list. Share with any hit: about 24%.
